Bioassay records as filed in PubChem.
USP1 inh: Inhibitors of USP1/UAF1: Primary Screen. Ubiquitin carboxyl-terminal hydrolase 1 (Homo sapiens), O94782. AID 743255, 2014. 390,000 compounds, 0.23% hits. recombinant USP1/UAF1, Ub-Rhodamine cleavage fluorescence. Potency, µM (doses to about 57.1 µM), for the others: top-dose activity change, negative = inhibition, hits mostly inhibitors; also: potency is read from the fitted curve at half-maximal effect; % is scaled to controls: 0 for no effect and ±100 for the full control effect; nearly all actives have a fitted effect of over 60% in size; inactives centre near -12
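In this screen, compounds sit with the deubiquitinase complex (1nM) for 15 min at room temperature before Ub-Rho is added at 150nM final. Fluorescence rise is then followed for 6 reads every 60 seconds.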
rTrxR1 inhibitor: qHTS Assay for Inhibitors of Mammalian Selenoprotein Thioredoxin Reductase 1 (TrxR1): qHTS | Thioredoxin reductase 1, cytoplasmic (Rattus norvegicus), O89049 | recombinant rTrxR1, NADPH fluorescence consumption, selenite substrate | Potency, µM (highest dose often 114 µM), for inactives: top-dose activity change, negative = inhibition, hits mostly inhibitors | 390,000 compounds, 1% hits | AID 588453, 2011; also: potency is read from the fitted curve at half-maximal effect; % is scaled to controls: 0 for no effect and ±100 for the full control effect; nearly all actives have a fitted effect of over 65% in size
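Rat TrxR1 (90 nM in the dispensed reagent) was pre-reduced with 400 uM NADPH for 5 min at room temperature, then incubated with compound for 15 min. After 400 uM selenite was added, NADPH fluorescence (Ex 340/Em 450 nm) was followed for 8 min.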
TRHR agonist: qHTS for Small Molecule Agonists and Allosteric Enhancers of Human TRH Receptor: Primary Screen for Agonists. Thyrotropin-releasing hormone receptor (Homo sapiens), P34981. TRHR cells, calcium flux fluo-8, FDSS agonist mode. activation, % at 2 µM. 360,000 compounds, 0.18% hits; in the data active = activation above about 30%; also: 0% is about no effect
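Read-out: compound-evoked intracellular calcium rise in TRHR cells, fluo-8 dye, kinetic FDSS fluorescence at 1 s/cycle following a 10-cycle baseline. Cells cultured overnight before dye loading (30 min–1.5 h, RT).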
D2 antagonist: HTS Assay for Allosteric Antagonists of the Human D2 Dopamine Receptor: Primary Screen for Antagonists; HEK293 TREx D2 cells, calcium flux, dopamine EC80; 340,000 compounds, 2% hits; AID 485344, 2010; inhibition, % at 10 µM; in the data active = inhibition above about 30%; also: 0% is about no effect
Target sequence (P14416 whole entry, looked up): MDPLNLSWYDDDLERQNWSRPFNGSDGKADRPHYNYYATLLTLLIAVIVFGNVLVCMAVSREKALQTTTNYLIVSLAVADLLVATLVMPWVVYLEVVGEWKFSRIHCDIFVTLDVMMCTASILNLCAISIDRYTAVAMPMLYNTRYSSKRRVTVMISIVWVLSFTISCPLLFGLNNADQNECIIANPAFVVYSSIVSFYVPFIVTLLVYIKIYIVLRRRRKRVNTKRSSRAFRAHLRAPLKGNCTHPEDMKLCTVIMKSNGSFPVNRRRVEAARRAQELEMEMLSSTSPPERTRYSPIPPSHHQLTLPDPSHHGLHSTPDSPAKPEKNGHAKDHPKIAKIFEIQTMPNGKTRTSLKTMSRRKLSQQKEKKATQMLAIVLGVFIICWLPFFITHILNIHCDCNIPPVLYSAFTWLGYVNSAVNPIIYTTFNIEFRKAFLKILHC
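In this primary screen, negative modulation is detected by tracking calcium flux after an EC80 dopamine challenge in inducible HEK293 T-REx D2 cells preexposed to test compound for 180 s.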
TrxR1 substrate: qHTS Assay for Substrates of Mammalian Selenoprotein Thioredoxin Reductase 1 (TrxR1): qHTS. AID 588456, 2011. Potency, µM (top dose mostly 114 µM), without a hit: at the top dose activity change, negative = substrate turnover. purified TrxR1 substrate turnover, NADPH consumption readout. 390,000 compounds, 0.01% hits; also: potency is read from the fitted curve at half-maximal effect; % is scaled to controls: 0 for no effect and ±100 for the full control effect; nearly all actives have a fitted effect of over 50% in size
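Rat TrxR1, dispensed at 90 nM, was prereduced with 400 uM NADPH (final) for 5 min at ~22 deg C, then incubated with compound 15 min before 400 uM selenite. A first-read NADPH fluorescence drop versus no-compound background flagged substrates.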
TRHR enhancer: qHTS for Small Molecule Agonists and Allosteric Enhancers of Human TRH Receptor: Primary Screen for Enhancers | AID 493056, 2011 | TRHR cells, fluo-8 calcium fluorescence, EC20 TRH enhancement | enhancement, % at 2 µM | 360,000 compounds, 0.66% hits; in the data active = enhancement above about 30%; also: 0% is about no effect
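Enhancer read-out: after compound pinning and an initial kinetic agonist-mode read, an EC20 of TRH (10 nM final) was injected and fluo-8 calcium signal (Ex 480/Em 530) followed at 1 s/cycle for 100 cycles in TRHR-expressing cells.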
Pin1 inhibitor: qHTS Assay to Find Inhibitors of Pin1. Peptidyl-prolyl cis-trans isomerase NIMA-interacting 1 (Homo sapiens), Q13526. Pin1 FP peptide displacement, HiFluor488, 10 min. Potency, µM (series often up to 115 µM), without a hit: at the top dose activity, negative = inhibition, most hits filed as inhibitors. 390,000 compounds, 0.009% hits. AID 504891, 2011; active = well fitted inhibition curve with a large enough effect in the polarisation, with a control signal flat, not every such curve was filed as active; inconclusive = small, poorly fitted or top-dose-only effect, or effect the other way, or a change in a side signal; inactive = no such curve, though single readings can be large or run the other way; the % refers to the polarisation; also: potency is read from the fitted curve at half-maximal effect; % is scaled to controls: 0 for no effect and ±100 for the full control effect
Target sequence (Q13526 whole entry, looked up): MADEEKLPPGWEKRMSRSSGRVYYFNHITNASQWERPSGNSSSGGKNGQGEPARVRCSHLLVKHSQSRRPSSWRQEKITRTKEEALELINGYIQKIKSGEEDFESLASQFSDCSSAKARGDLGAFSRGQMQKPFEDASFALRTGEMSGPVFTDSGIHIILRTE
IDH1 R132H inh: qHTS for Inhibitors of mutant isocitrate dehydrogenase 1 (IDH1): qHTS | Isocitrate dehydrogenase [NADP] cytoplasmic (Homo sapiens), O75874 | IDH1-R132H enzyme, NADPH consumption, diaphorase/resazurin fluorescence | Potency, µM (highest dose often 76.6 µM), inactives show top-dose activity change, negative = inhibition, usual class: inhibitors | 390,000 compounds, 0.093% hits | AID 602179, 2012; also: potency is read from the fitted curve at half-maximal effect; % is scaled to controls: 0 for no effect and ±100 for the full control effect; nearly all actives have a fitted effect of over 65% in size
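IDH1-R132H (0.5 ug/mL dispensed) in pH 7.5 Tris buffer was preincubated 30 min with compound, then given a substrate mix of 0.016 mM NADPH and 2 mM alpha-KG for 80 min at room temperature; remaining NADPH was read by diaphorase/resazurin fluorescence.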
D2 ag: HTS Assay for Allosteric Agonists of the Human D2 Dopamine Receptor: Primary Screen for Agonists | HEK293 T-REx D2 cells, calcium flux agonist mode | D(2) dopamine receptor (Homo sapiens), P14416 | AID 485358, 2010 | activation, % at 2 µM | 340,000 compounds, 0.53% hits;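 active = activation over 3 SD above normal in the single-dose calcium agonist read, cut at about 30% in these data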; also: 0% is about no effect
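Agonism scored from kinetic calcium signal (1 read/sec, 180 s) following compound pin transfer, after a 10 s baseline. Cells: HEK293 Trex line expressing inducible D2 receptor coupled to calcium, dye-loaded after overnight culture at 30 C.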
Active calls of the source: *; ? = inconclusive; · = no result given; [ ] = remark or other dose. Unless noted, calls follow the shape of the dose curve; as a rule, active = well fitted inhibition curve with a large enough effect; inconclusive = small, poorly fitted or top-dose-only effect; inactive = no such curve, though single readings can be large or run the other way. A portion of the library, so the mix of outcomes need not match the whole.

compound,USP1 inh,rTrxR1 inhibitor,TRHR agonist,D2 antagonist,TrxR1 substrate,TRHR enhancer,Pin1 inhibitor,IDH1 R132H inh,D2 ag
Cc1nn(-c2ccccc2)c(Cl)c1/C=N/NC(N)=O,-10.1%,15.3%,-0.6,12.4,2.3%[57.1 µM],-1.9,19.9%,-3.0%,3.7
S=c1[nH]nc(-c2ccncc2)n1CC1CCCO1 (configuration not stated),-19.7%,-15.1%,0.7,-8.6,-0.4%,-0.5,5.3%,9.6%,0.2
COc1ccc(/C=C2\C(=N)N3N=C(CC(=O)N4CCCCC4)SC3=NC2=O)cc1,-16.1%,2.4%,1.3,-5.1,-11.8%,-1.1,-2.1%,3.5%,0.2
COc1ccc(C2(N3CCN(c4cc(C)ccc4C)CC3)C(=O)c3ccccc3C2=O)cc1,-5.4%,16.5%,0.2,·,3.1%,-4.5,-8.6%,-12.1%,0.9
COc1ccc(CNc2nc3c(c(=O)[nH]c(=O)n3C)n2CCCc2ccccc2)cc1,-22.1%,16.5%,0.0,-1.9,1.7%,10.3,?,12.2%,-1.3
CC(C)(C)NC(=O)C(c1ccc(Cl)cc1)N(CCO)C(=O)c1snc(C(N)=O)c1N (configuration not stated),-26.7%,19.7%,0.0,-7.7,17.2%,-6.6,1.7%,-4.0%,0.2
Cc1nc2ccc(S(=O)(=O)NCC(=O)N3CCc4ccccc4C3)cc2s1,-17.8%,10.1%[57.1 µM],-1.1,-9.0,8.8%[57.1 µM],1.1,0.6%,8.6%,0.2
CSc1nnc(-c2sc3cc(C(F)(F)F)cnc3c2-c2cccnc2)n1C,-6.4%,26.9%[57.1 µM],-0.2,-5.4,24.6%[57.1 µM],11.2,3.2%,-2.1%,-0.5
O=C(N/C(=C/c1cccnc1)C(=O)N1CCOCC1)c1ccccc1F,-19.5%,14.2%[57.1 µM],0.5,2.6,10.3%[57.1 µM],-2.1,-3.5%,1.0%,0.6
Cc1ccc(NC(=O)Cn2c(=O)n(Cc3ccc(C(=O)NCc4ccc5c(c4)OCO5)cc3)c(=O)c3ccccc32)cc1,-20.4%,12.4%,2.0,·,-0.6%,-7.2,29.2%,6.8%,0.7
Cc1ccccc1C(=O)NNc1ccc([N+](=O)[O-])cc1,-7.0%,0.2%,-0.1,13.2,1.3%,1.3,-2.7%,7.6%,0.6
COc1ccccc1/C=C/C(=O)NC(=S)NC(C)C,-13.5%,-5.2%[11.4 µM],-1.1,1.7,-2.5%[11.4 µM],2.2,0.9%,4.0%,-1.3

Structural class, the compounds so far containing a Cl atom
compound,USP1 inh,rTrxR1 inhibitor,TRHR agonist,D2 antagonist,TrxR1 substrate,TRHR enhancer,Pin1 inhibitor,IDH1 R132H inh,D2 ag
Cc1nn(-c2ccccc2)c(Cl)c1/C=N/NC(N)=O,-10.1%,15.3%,-0.6,12.4,2.3%[57.1 µM],-1.9,19.9%,-3.0%,3.7
CC(C)(C)NC(=O)C(c1ccc(Cl)cc1)N(CCO)C(=O)c1snc(C(N)=O)c1N (configuration not stated),-26.7%,19.7%,0.0,-7.7,17.2%,-6.6,1.7%,-4.0%,0.2

Next results.
compound,USP1 inh,rTrxR1 inhibitor,TRHR agonist,D2 antagonist,TrxR1 substrate,TRHR enhancer,Pin1 inhibitor,IDH1 R132H inh,D2 ag
CC(=O)Nc1nnc(SCC(=O)c2ccc3c(c2)Cc2ccccc2-3)s1,-15.9%,-14.7%,0.0,-14.3,-7.1%,-3.0,15.4%,4.6%,-2.8
CN1C(=O)CC2(CC(=O)N(Cc3ccccc3)C2)C1=O (configuration not stated),-11.8%,-0.4%,-0.9,29.4,-1.2%,3.5,-1.4%,7.1%,0.5
Cc1cc(C)n(-c2ccc(C(=O)OCC(=O)NCc3ccc(Cl)cc3)cc2)n1,-17.7%,21.1%,0.3,-4.5,3.2%,-14.3,9.8%,-7.7%,0.8
COc1cccc(/C=N/NC(=O)CCNc2n[nH]c(=O)[nH]c2=O)c1OC,-15.7%,4.2%[57.1 µM],0.1,-0.7,2.8%[57.1 µM],-0.3,-4.9%,0.7%,-0.1
COC(=O)CCS(=O)(=O)c1ccc(Cl)cc1,-1.4%,15.5%,-0.1,13.6,8.6%,-10.7,0.9%,0.5%,-0.4
CCN(CCCNC(=O)CCNC(=O)Cn1cnc2ccccc2c1=O)c1cccc(C)c1,-14.3%,-4.3%,0.7,·,-4.7%,-1.5,-0.1%,5.2%,-0.2
CN(C)C(=S)N=Nc1[nH]c2ccccc2c1O,-28.6%,?,-0.1,-0.8,-8.2%,0.8,-3.4%,0.6%,0.6
COc1ccc(S(=O)(=O)N(CC(=O)NCCSc2ccccc2)c2ccc(C)cc2)cc1,-12.2%,35.5%,2.7,·,1.9%,-3.3,16.1%,0.0%,2.4
COc1ccccc1C(=O)Nc1ccccc1OCc1cc(=O)n2c(C)csc2n1,?,13.8%,-1.4,·,-1.2%,2.0,-1.6%,0.8%,-1.1
Cc1cccc(NC(=O)CN2C(=O)CC(c3ccccc3)Sc3ccccc32)c1 (configuration not stated),-26.0%,29.3%,0.7,·,6.8%,7.6,9.9%,9.9%,1.1
Cc1ccc(N2C(=O)CN(Cc3sccc3C)C2=S)cc1C,-24.1%,-6.3%,-0.7,-2.5,-3.3%,-7.5,10.4%,0.3%,-1.6
Cc1ccc(C)c(C(=O)COC(=O)c2ccc(C)c(S(=O)(=O)N3CCOCC3)c2)c1,2.2%,4.9%,0.3,15.8,-1.9%,-1.3,17.6%,6.6%,1.8
O=C(O)C[C@]1(C(=O)Nc2ccc(F)cc2)CC(/C=C/c2ccccc2)=NO1,-11.3%,-2.3%,0.1,15.6,-7.2%,6.0,-5.4%,-2.5%,-0.1

Some entries already given, showing only D2 ag.
SMILES | D2 ag
COC(=O)CCS(=O)(=O)c1ccc(Cl)cc1 | -0.4
O=C(O)C[C@]1(C(=O)Nc2ccc(F)cc2)CC(/C=C/c2ccccc2)=NO1 | -0.1
